From PubChem
Kir21 block: inhibitors of mouse Kir2.1 inward-rectifier potassium channel; P35561; HEK293-Kir2.1, FluxOR thallium flux fluorescence; active compounds read low; B-score at 10 µM; 310,000 tested, 0.85% active; AID 1672;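 active means fluorescence ratio B-score at or below minus 3 SD of library scores, with starting-brightness B-score within 2 SD, cut at about -4.2 in these data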;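 further: channel flux triggered by added potassium and thallium sulfate stimulus; B-score of peak minus minimum fluorescence over baseline after thallium stimulus; more negative B-score means stronger Kir2.1 block with less thallium influx; some compounds called inactive have numbers as strong as hits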
Target sequence (P35561 whole entry, looked up): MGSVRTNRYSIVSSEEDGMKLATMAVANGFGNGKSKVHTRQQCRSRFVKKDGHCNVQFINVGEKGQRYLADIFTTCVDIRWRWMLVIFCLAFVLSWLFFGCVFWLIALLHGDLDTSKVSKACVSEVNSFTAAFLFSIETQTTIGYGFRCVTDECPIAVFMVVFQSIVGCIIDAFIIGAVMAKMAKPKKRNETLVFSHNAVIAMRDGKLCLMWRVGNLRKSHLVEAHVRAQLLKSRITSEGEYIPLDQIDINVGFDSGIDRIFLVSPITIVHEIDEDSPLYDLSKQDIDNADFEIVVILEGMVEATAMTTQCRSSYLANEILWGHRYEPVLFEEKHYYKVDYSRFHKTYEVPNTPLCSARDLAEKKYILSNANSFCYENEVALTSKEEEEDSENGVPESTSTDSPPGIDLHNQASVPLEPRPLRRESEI
STK33 kinase inh: human STK33 kinase inhibition; Q9BYT3; purified STK33, MBP phosphorylation, ADP-Glo luminescence; inhibition, % at 10 µM; 320,000 tested, 0.073% active; AID 2661;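 active means inhibition at or above 25%, using the most active replicate where run in duplicate; inactive means inhibition below 25%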
Target sequence (Q9BYT3 whole entry, looked up): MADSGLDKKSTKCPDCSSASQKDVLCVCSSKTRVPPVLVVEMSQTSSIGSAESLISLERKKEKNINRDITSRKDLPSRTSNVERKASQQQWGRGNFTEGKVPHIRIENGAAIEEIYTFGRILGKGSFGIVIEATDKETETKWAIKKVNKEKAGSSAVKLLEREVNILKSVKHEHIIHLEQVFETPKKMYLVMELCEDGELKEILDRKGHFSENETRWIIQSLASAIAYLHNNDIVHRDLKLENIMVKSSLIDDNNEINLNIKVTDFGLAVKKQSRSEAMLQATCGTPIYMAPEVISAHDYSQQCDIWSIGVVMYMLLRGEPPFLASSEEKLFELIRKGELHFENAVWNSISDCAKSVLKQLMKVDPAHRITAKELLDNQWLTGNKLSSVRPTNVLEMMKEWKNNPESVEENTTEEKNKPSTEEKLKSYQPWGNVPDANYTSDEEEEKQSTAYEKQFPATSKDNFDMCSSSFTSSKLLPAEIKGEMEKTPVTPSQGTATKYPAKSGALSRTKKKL
The depositor's hits bear a star; x = not tested or not shown.

SMILES | Kir21 block | STK33 kinase inh
COc1cc(OC)cc(C(=O)Nc2ccccc2-c2nnn(CC(N)=O)n2)c1 | 1.1 | -1.2
CC(Sc1nnc(-c2ccccc2)c(-c2ccccc2)n1)C(=O)Nc1ncc(Cl)cc1Cl (stereo not drawn) | -0.68 | -0.5
Cc1cc(Br)ccc1NC(=O)C1C2CCC(O2)C1C(=O)O (stereo not drawn) | -0.24 | -0.9
COc1ccccc1/C=C/C=N/N1CCN(Cc2ccc(Cl)cc2)CC1 | 0.01 | -0.1
Cc1ccc(CN2CCNC(=O)C2CC(=O)N(C)Cc2cnccn2)cc1 (stereo not drawn) | 1.2 | -0.6
O=C(c1ccc(NS(=O)(=O)c2ccccc2)cc1)N1CCCCCC1 | 0.33 | 0.2
C=CCNCCCCOc1ccc(OCC)cc1 | -1.5 | 0.3
CC(C)CNC(CC(=O)Nc1cccc([N+](=O)[O-])c1)C(=O)O (stereo not drawn) | -0.38 | -0.4
O=C(NCC1CCCO1)c1cc(C(=O)C2CC2)c[nH]1 (stereo not drawn) | 0.2 | 3.7
COc1ccc(NC(=O)Nc2ccc3c(c2)C(=O)N([C@H](C)CO)C[C@H](C)[C@@H](CN(C)C(=O)NC2CCCCC2)O3)cc1 | x | -1.9
CN(C(=O)COC(=O)c1ccc(=O)n(Cc2ccccc2)n1)c1ccccc1 | -1.3 | 0.0
CC(C)CC1(C)NC(=O)N(CC(=O)Nc2ccc3c(c2)OCCO3)C1=O (stereo not drawn) | x | 0.7
O=C(C[C@H]1C/C=C\C[C@H](Cc2ccc(F)cc2)C(=O)O[C@@H](c2ccccc2)CNC1=O)NCCO | x | -1.1
C/C(Cc1ccccc1)=N\NC(=O)c1cc(C(C)(C)C)[nH]n1 | 0.69 | -1.4
Cc1ccccc1Cn1c(-c2cncs2)nc2ccccc21 | -1.4 | -2.2
O=[N+]([O-])c1ccc2nc(-c3ccc(Cl)cc3)n(OCc3ccccc3)c2c1 | 0.19 | 0.3
CC1c2[nH]c3ccccc3c2CCN1S(C)(=O)=O (stereo not drawn) | 0.31 | -0.1
COc1cc(C(=O)OCC(=O)NCC2CCCO2)cc(OC)c1OC (stereo not drawn) | x | 0.0
CCNC(=S)Nc1ccc(Cl)cc1Cl | 0.85 | -0.8
COC(=O)C1CCCN1C(=O)COc1ccc(Cl)cc1Br (stereo not drawn) | 0.32 | -2.8
O=C(NCc1cccnc1)C1CC(c2ccc(F)cc2)=NO1 (stereo not drawn) | 1.1 | -0.6
CC(=O)Nc1ccc(S(=O)(=O)N2CCN(C(=O)c3ccccc3F)CC2)cc1 | x | -0.7
COc1cccc(CC(NC(C)=O)C(=O)NC2CCN(S(=O)(=O)c3ccc(C)cc3)CC2)c1OC (stereo not drawn) | -1.6 | -4.0
COc1cccc(C2C(C(C)=O)=C(O)C(=O)N2Cc2ccco2)c1 (stereo not drawn) | -0.01 | 0.0
O=C(NCCCn1ccnc1)c1ccco1 | 1.8 | -2.0

(more compounds)
SMILES | Kir21 block | STK33 kinase inh
O=C(Nc1cccc(Cl)c1)OCc1cnc(Cl)s1 | -0.01 | -0.1
COC(=O)CCCNC(=O)c1ccc2[nH]c(C)c(C)c2c1 | 0.24 | 1.1
CCN(CC)S(=O)(=O)c1cc(C(=O)N2CCc3ccccc32)ccc1Cl | -0.78 | -1.7
CC(=O)N1c2ccc(S(=O)(=O)NCCC(=O)Nc3ccccc3C)cc2CC1C (stereo not drawn) | 1.8 | -0.2
NC(=O)NCCCC(NC(=O)c1ccc(C#CC2(O)CCCCC2)cc1)C(=O)O (stereo not drawn) | 2 | 0.5
CC1CCCCN1C(=O)c1cccc(NC(=O)c2ccccc2)c1 (stereo not drawn) | -0.67 | -1.5
O=C(CSc1nc2[nH]ncc2c(=O)[nH]1)Nc1cccc([N+](=O)[O-])c1 | 0.98 | 1.2
Fc1cccc(NC(=S)NCCc2ccccc2)c1 | -0.33 | -0.6
O=C(Nc1ccc2c(c1)OCCO2)c1cccnc1Oc1ccccc1 | -0.01 | 1.4
CCOC(=O)C1=C(C)NC(C)=C(C(=O)OCC)C1C(=O)OCC(=O)NCc1ccco1 | x | 0.8
NC(=O)C1CCN(C(c2ccccc2)c2nnnn2C2CCCC2)CC1 (stereo not drawn) | 0.28 | -0.6
Cc1ccccc1N1C(=O)C2C3CCC(O3)C2C1=O (stereo not drawn) | -1.1 | -0.3
CC1=C(C(=O)N(C)C)C(c2cccs2)NC(=O)N1 (stereo not drawn) | -0.07 | 1.7
COC(=O)C1=C(C)NC(=O)CC1c1cccc(OC)c1OC (stereo not drawn) | -0.43 | 1.0
O=C(NCc1ccccn1)Nc1cccc([N+](=O)[O-])c1 | 0.64 | -1.1
C[C@H](NC(=O)c1cc2c([nH]c3ccccc32)c(-c2ccccc2)n1)C(=O)O | -0.23 | 7.0
Cn1cccc1C(=O)OCC(=O)NNC(=O)c1ccc([N+](=O)[O-])cc1 | x | -0.5
O=C(NC(=S)Nc1ccccc1N1CCN(C(=O)c2ccccc2)CC1)c1ccccc1F | 0.03 | -2.1
CCOC(=O)c1ccc(-n2c(CN3CCN(CCO)CC3)nc3ccc([N+](=O)[O-])cc3c2=O)cc1 | -0.95 | 0.9
COc1cccc(/C=N/NC(=O)CNC(=O)COc2cccc(C)c2)c1O | 0.07 | 0.1
O=C(Nc1cccc(Cl)c1Cl)C1CC(=O)N(c2ccc(Br)cc2)C1 (stereo not drawn) | 1.3 | -0.7
Cc1ccc(NC(=O)COC(=O)CCc2ccccc2)cc1S(=O)(=O)N1CCOCC1 | x | 0.3
O=C(N[C@@H]1CCC(=O)N(CC[C@H](Oc2ccccc2)c2ccccc2)CC1)OCc1ccccc1 | -0.16 | -0.5
COc1cc2c3c(c1OC)C1(C=CC(=NO)C=C1)CC3N(C(C)=O)CC2 (stereo not drawn) | -0.07 | 0.4
COc1cccc(C(=O)Nc2nnc(-c3cccs3)s2)c1 | 1.8 | -1.1

Carrying on:
SMILES | Kir21 block | STK33 kinase inh
CC1CN(CCc2ccccc2)c2nc3c(c(=O)n(CC(N)=O)c(=O)n3C)n2C1 (stereo not drawn) | 1.6 | 4.0
Cn1nc([N+](=O)[O-])nc1Sc1nnc(-c2ccccc2)o1 | 1.4 | -0.2
COCc1cc(C)nc(Nc2ccccc2C)c1C#N | -1.2 | -1.4
COc1ccc(N2CCN(C(=O)C(C)(C)Oc3ccc(Cl)cc3)CC2)cc1 | -0.98 | -0.5
COc1ccc(Br)cc1C1Nc2ccccc2C(=O)N1NC(=O)c1ccncc1 (stereo not drawn) | -1.3 | 0.1
CC1(C)CC(=O)c2cc(C(=O)NCc3ccco3)c(=O)n(-c3ccc(Cl)cc3)c2C1 | 0 | -2.0
COC(=O)c1sc(NC(=O)c2ccc(Cn3cc(Cl)cn3)o2)c(C#N)c1C | 0.51 | -1.3
Cc1ccc(/C=N/n2c(C)n[nH]c2=S)o1 | -1.1 | -1.4
Cc1ccc(-c2ccc(/C=N/NC(N)=S)o2)cc1 | -0.08 | -0.5
Cn1cc(Br)c(C(=O)NNC(=O)Cc2ccc(Cl)cc2)n1 | 0.12 | -0.7
CCOc1ccccc1NS(=O)(=O)c1ccc2oc(=O)ccc2c1 | -4.1 | -2.1
COc1ccc(-c2ccc(SCC(=O)N3CCCC3)nn2)cc1OC | 0.52 | 0.3
Cc1ccc(-c2nnn(CC(=O)N(CC(=O)NC3CCCC3)c3ccccc3F)n2)o1 | 0.55 | x
CN(C(=O)CSc1nc2scc(-c3ccccc3)c2c(=O)[nH]1)c1ccccc1 | x | -1.3
O=C(CN1CCN(c2ccccn2)CC1)NC1CCCC1 | 0.61 | -1.0
CC(C)(C)NC(=O)c1nn2c(C(F)(F)F)cc(-c3ccccc3)nc2c1Br | 0.76 | 0.1
CCOC(=O)C1=C(Nc2cccc(Cl)c2)OCC1=O | -3.1 | 0.7
O=C(NNC(=S)Nc1ccccc1Cl)c1ccccc1 | 0.8 | 0.1
C/C=C(\C)C(=O)Nc1cccc(C2=NOC3(C2)C[C@H](C(N)=O)N(C(=O)c2cc([N+](=O)[O-])cc([N+](=O)[O-])c2)C3)c1 (stereo partly drawn) | 0.29 | -1.9
COC(=O)C1CC23C=CCN4CCC5(c6ccccc6NC15C2C)C43 (stereo not drawn) | -0.37 | -1.0
COc1ccc(C2=NN(C(C)=O)C(c3cccs3)C2)cc1OC (stereo not drawn) | 1.3 | 0.8
O=C1CN(S(=O)(=O)c2ccccc2)CC(=O)N1CCc1ccccc1 | 0.01 | -0.4
CC(C)N1CCN(Cc2cccc(-c3ccco3)c2)CC1CCO (stereo not drawn) | -1 | -1.8
CC(=O)N(Cc1cc2cc(C)ccc2[nH]c1=O)c1cccc(C)c1C | 1.4 | -1.0
N#CC1=C(C=Nc2ccccc2O)CCC1 | 0.01 | -1.6

Single records, as listed above. Order of screens: Kir21 block | STK33 kinase inh
Fc1cccc(NC(=S)NCCc2ccccc2)c1 in the list: -0.33 | -0.6
CC(=O)N1c2ccc(S(=O)(=O)NCCC(=O)Nc3ccccc3C)cc2CC1C (stereo not drawn) in the list: 1.8 | -0.2
Cn1cc(Br)c(C(=O)NNC(=O)Cc2ccc(Cl)cc2)n1 in the list: 0.12 | -0.7
O=C(NCC1CCCO1)c1cc(C(=O)C2CC2)c[nH]1 (stereo not drawn) in the list: 0.2 | 3.7
Cc1ccccc1Cn1c(-c2cncs2)nc2ccccc21 in the list: -1.4 | -2.2

Remaining list, next part
SMILES | Kir21 block | STK33 kinase inh
C/C(=N\NC(=S)NCc1ccccc1)c1ccc(Br)cc1 | -0.16 | -2.5
O=C(NCCSc1ccc(Cl)cc1)c1ccc(CN2CCOCC2)cc1 | 0.8 | -0.9
O=C(O)c1ccccc1-c1nc2ccccc2[nH]1 | -0.05 | 0.3
CCS(=O)(=O)NC(C)C(c1cccs1)N1CCN(c2ccc(OC)cc2)CC1 (stereo not drawn) | 0.37 | -1.5
CCc1ccc(N(C2C=CS(=O)(=O)C2)S(=O)(=O)c2ccc(C)cc2)cc1 (stereo not drawn) | -0.48 | -0.6
C=CCn1cc(C(C)=O)c(=O)[nH]c1=O | -1.1 | -0.3
Cc1cccc(C)c1Nc1c(-c2ccsc2)nc2ncccn12 | 0.06 | 0.1
O=C(OCc1nnc(-c2ccccc2)o1)c1ccc(Cl)cc1 | 0 | -1.1
CC1CN(C(=O)c2cc3cc(Cl)ccc3[nH]2)CC(C)O1 (stereo not drawn) | 0.96 | -1.1
O=C(O)CCC(=O)NNC(=O)COc1ccc(Cl)cc1Cl | 0.51 | -1.8
CCN(CC(=O)Nc1ccc2c(c1)OCCO2)C(=O)c1ccc(Cl)cc1Cl | 1 | 0.1
O=c1cc(-c2ccc([N+](=O)[O-])cc2)nc2cc(-c3ccc(F)cc3)[nH]n12 | 1.5 | -0.4
O=C(N/N=C/c1ccc(O)cc1)c1cc(C23CC4CC(CC(C4)C2)C3)[nH]n1 | -0.21 | -0.9
CC(=O)C1=C(O)C(=O)N(CCN(C)C)C1c1ccc(Cl)cc1 (stereo not drawn) | 0.15 | x
Cc1cc(NC(=O)c2cc(-c3ccccn3)nc3ccccc23)no1 | 0.58 | 0.7
Cn1c(=NC(=O)CCS(=O)(=O)c2ccccc2)sc2cc(F)ccc21 | -0.17 | x
CC1(C)CC(=O)C(/C=N/c2ncccc2C(=O)O)=C(O)C1 | -1.1 | -2.5
Cc1ccc(CN2C(=O)CSC2c2ccc(F)cc2)cc1 (stereo not drawn) | -1.4 | -1.2
CC(C)CN(C(=O)c1ccc(N2CCCC2=O)cc1)C1CCS(=O)(=O)C1 (stereo not drawn) | 0.96 | -1.8
C/C(=N\NC(=O)c1cccs1)c1ccncc1 | -0.5 | 2.0
Cc1cc2c(cc1S(=O)(=O)NCc1ccccc1)n(C)c(=O)c(=O)n2C | -0.55 | -0.8
Cc1cc(CNC(=O)c2ccc3nc(Cc4ccccc4F)oc3c2)nn1C | 1.2 | -1.0
O=C(CSC1=NS(=O)(=O)c2ccccc2N1)NCCc1ccccc1 | 0.03 | -1.6
O=C(Cc1c(F)cccc1Cl)Nc1ccccc1C(=O)N1CCCCC1 | -0.28 | 0.3
CCOC(=O)c1c(N)n(-c2ccc(N)cc2)c2nc3ccccc3nc12 | 0.02 | 0.6

(more compounds)
SMILES | Kir21 block | STK33 kinase inh
CC1CCN(CCNC(=O)C2CCCN(S(=O)(=O)c3cccc4nonc34)C2)CC1 (stereo not drawn) | -1.8 | -2.2
CC(=O)N1CCC(=NNC(=O)CSc2cc(C)c(Br)cc2C)CC1 | -0.24 | -1.1
COc1ccc(CNC(=O)CCC(=O)Nc2nnc(C(F)(F)F)s2)cc1 | -0.41 | -1.5
Cc1ccccc1C(=O)N1CCC(C(=O)Nc2nccs2)CC1 | 2 | -0.5
O=C(CN1CCN(c2ccccn2)CC1)Nc1ccc(Cl)c(C(F)(F)F)c1 | -2.8 | x
O=c1cc(CN2CCN(c3ccccc3O)CC2)nc2sccn12 | -1 | -3.4
COc1ccccc1C1/C(=C(/O)c2ccc(C)cc2)C(=O)C(=O)N1CCN1CCOCC1 (stereo not drawn) | 0.34 | -0.5

Grouped by structure, the compounds so far containing a tert-butyl group (two)
SMILES | Kir21 block | STK33 kinase inh
C/C(Cc1ccccc1)=N\NC(=O)c1cc(C(C)(C)C)[nH]n1 | 0.69 | -1.4
CC(C)(C)NC(=O)c1nn2c(C(F)(F)F)cc(-c3ccccc3)nc2c1Br | 0.76 | 0.1

3 entries from above, ordered by molar mass, ascending.
SMILES | Kir21 block | STK33 kinase inh
COc1ccc(CNC(=O)CCC(=O)Nc2nnc(C(F)(F)F)s2)cc1 | -0.41 | -1.5
CC(=O)N1CCC(=NNC(=O)CSc2cc(C)c(Br)cc2C)CC1 | -0.24 | -1.1
CC1CCN(CCNC(=O)C2CCCN(S(=O)(=O)c3cccc4nonc34)C2)CC1 (stereo not drawn) | -1.8 | -2.2
